# High-throughput results (PubChem)
# Vif-A3G inh – inhibitors of Vif-APOBEC3G interaction; Q9HC16; HeLa A3G-eYFP + Vif (tagged APOBEC3G with the HIV-1 protein that degrades it), YFP fluorescence, overnight; Potency, µM (top dose mostly 46.1 µM), without a hit: at the top dose activity, negative = active, usual class: inhibitors; hit rate 0.076% among 410,000; AID 602310;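 also: % is scaled to controls: 0 for no effect and ±100 for the full control effect; nearly all actives have a fitted effect of over 60% in size; hits raise eYFP signal because A3G escapes Vif-driven loss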
#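 Read-out is eYFP fluorescence (Ex 488/Em 500-530) from Vif-expressing HeLa A3G-eYFP cells; more signal means A3G escaped Vif-mediated degradation. Cells plated overnight, compound pinned in, incubated overnight at 37 deg C.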
# Vif-APOBEC3F blk – Vif-A3F binding inhibition; HeLa A3F-eYFP + Vif (tagged APOBEC3F with the HIV-1 protein that degrades it), YFP fluorescence increase; Potency, µM (highest dose often 46.1 µM), without a hit: top-dose activity, negative = active; hit rate 0.2% among 390,000; AID 602313; also: % of control where 0% means no effect; nearly all actives have a fitted effect of over 65% in size
#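 HeLa cells stably expressing A3F-eYFP plus Vif, plated and incubated overnight at 37 deg C, then exposed to compounds overnight at 37 deg C. Blocked degradation read as raised yellow fluorescence (Ex 488/Em 500-530).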
# ALOX12 inh – inhibitors of human 12S-lipoxygenase ALOX12 | purified 12hLO, xylenol orange hydroperoxide absorbance | Potency, µM (top dose mostly 108 µM), without a hit: top-dose activity change, negative = inhibition, usual class: inhibitors | hit rate 1.1% among 580,000 | AID 1671190; also: % is scaled to controls: 0 for no effect and ±100 for the full control effect
#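 Purified human 12hLO at 150 nM in 25 mM Hepes, 0.01% Triton X-100, pH 7.0, preincubated 15 min at room temperature with compound. Reaction started with 40 uM arachidonic acid, 30 min at room temperature. Hydroperoxide measured by Fe-xylenol orange, 573/405 nm absorbance ratio.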
# RXFP1 ag – activates the human relaxin receptor RXFP1; Q9HBX9; HEK293T-RXFP1 cAMP TR-FRET, 30 min; response scale: percent of porcine relaxin response, buffer zero; Potency, µM (series often up to 57.5 µM), inactives show at the top dose activation, hits mostly activators; hit rate 0.3% among 370,000; AID 2676; also: % is scaled to controls: 0 for no effect and ±100 for the full control effect; nearly all actives have a fitted effect of over 60% in size; many of its hits are not listed in these tables
#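 Agonist response is measured as cAMP accumulation in an RXFP1-transfected HEK293T line under PDE4 inhibition. Values are scaled between buffer-only and 29 nM porcine relaxin, and EC50s come from standard Hill equation fits.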
# RGS4 inhibitor – human RGS4 inhibition; P49798; Transcreener GDP fluorescence polarization, RGS4-accelerated GTP hydrolysis; Potency, µM (doses to about 114 µM), for inactives: top-dose activity change, negative = inhibition, actives largely listed as inhibitors; hit rate 0.039% among 390,000; AID 504845; also: % is scaled to controls: 0 for no effect and ±100 for the full control effect; nearly all actives have a fitted effect of over 75% in size; some results filed as inactive show a strong effect at the top dose
# Target sequence (P49798 whole entry, looked up): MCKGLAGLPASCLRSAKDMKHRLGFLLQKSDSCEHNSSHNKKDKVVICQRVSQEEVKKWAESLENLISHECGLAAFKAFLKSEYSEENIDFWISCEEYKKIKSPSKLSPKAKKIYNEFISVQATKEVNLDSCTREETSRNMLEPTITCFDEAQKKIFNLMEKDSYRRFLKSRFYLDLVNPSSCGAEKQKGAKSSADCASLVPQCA
#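 MLSMR compounds (23 nl, pin-transferred) preincubated 10 min at room temperature with a 500nM (2x) first reagent, then RGS4 at 900nM (2x) plus Transcreener GDP mix added; fluorescence polarization (620/688 nm) read before and after 90 min at 30 °C.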
# USP1-UAF1 inh – blocks the human USP1/UAF1 deubiquitinase complex | O94782 | AID 743255 | recombinant USP1/UAF1, Ub-Rhodamine cleavage fluorescence | hit rate 0.23% among 390,000 | Potency, µM (titrated, usually from 57.1 µM), without a hit: top-dose activity change, negative = inhibition, hits mostly inhibitors; also: % is scaled to controls: 0 for no effect and ±100 for the full control effect; nearly all actives have a fitted effect of over 60% in size; inactives centre near -12
#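 High-throughput fluorogenic screen: 1nM USP1/UAF1 complex, Ub-Rho substrate 150nM final, 50mM HEPES pH 7.8 with 0.5mM EDTA, 0.1 mg/ml BSA, 1mM TCEP and 0.01% Tween-20.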
# mIDH1 inhibitor – inhibitors of human mutant IDH1 R132H; O75874; hit rate 0.093% among 390,000; Potency, µM (titrated, usually from 76.6 µM), without a hit: at the top dose activity change, negative = inhibition, usual class: inhibitors; AID 602179; IDH1-R132H enzyme, NADPH consumption, diaphorase/resazurin fluorescence; also: % is scaled to controls: 0 for no effect and ±100 for the full control effect; nearly all actives have a fitted effect of over 65% in size
#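 IDH1-R132H (0.5 ug/mL dispensed) in pH 7.5 Tris buffer was preincubated 30 min with compound, then given a substrate mix of 0.016 mM NADPH and 2 mM alpha-KG for 80 min at room temperature; remaining NADPH was read by diaphorase/resazurin fluorescence.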
# rTrxR1 inhibitor – blocks rat thioredoxin reductase 1; O89049; recombinant rTrxR1, NADPH fluorescence consumption, selenite substrate; Potency, µM (doses to about 114 µM), inactives show at the highest dose activity change, negative = inhibition, usual class: inhibitors; hit rate 1% among 390,000; AID 588453; also: % is scaled to controls: 0 for no effect and ±100 for the full control effect; nearly all actives have a fitted effect of over 65% in size
# Target sequence (O89049 whole entry, looked up): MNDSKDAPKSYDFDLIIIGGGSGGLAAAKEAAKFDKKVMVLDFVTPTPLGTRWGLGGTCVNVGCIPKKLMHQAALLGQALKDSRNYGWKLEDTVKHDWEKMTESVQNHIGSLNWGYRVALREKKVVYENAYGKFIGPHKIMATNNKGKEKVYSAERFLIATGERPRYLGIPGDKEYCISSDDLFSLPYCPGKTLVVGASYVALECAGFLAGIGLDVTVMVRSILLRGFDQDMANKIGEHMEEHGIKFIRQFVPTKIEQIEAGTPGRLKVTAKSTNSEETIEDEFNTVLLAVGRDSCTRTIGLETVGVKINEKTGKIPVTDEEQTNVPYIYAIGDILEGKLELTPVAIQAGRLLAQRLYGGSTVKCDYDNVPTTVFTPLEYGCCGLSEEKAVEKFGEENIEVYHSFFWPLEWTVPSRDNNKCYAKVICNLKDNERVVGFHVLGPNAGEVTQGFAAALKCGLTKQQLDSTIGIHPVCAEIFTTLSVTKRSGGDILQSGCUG
#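 Rat TrxR1 (90 nM in the dispensed reagent) was pre-reduced with 400 uM NADPH for 5 min at room temperature, then incubated with compound for 15 min. After 400 uM selenite was added, NADPH fluorescence (Ex 340/Em 450 nm) was followed for 8 min.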
# TrxR1 substrate – rat thioredoxin reductase 1 substrate activity; O89049; purified TrxR1 substrate turnover, NADPH consumption readout; Potency, µM (series often up to 114 µM), for the others: at the top dose activity change, negative = substrate turnover; hit rate 0.01% among 390,000; AID 588456; also: % is scaled to controls: 0 for no effect and ±100 for the full control effect; nearly all actives have a fitted effect of over 50% in size
#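 Rat TrxR1, dispensed at 90 nM, was prereduced with 400 uM NADPH (final) for 5 min at ~22 deg C, then incubated with compound 15 min before 400 uM selenite. A first-read NADPH fluorescence drop versus no-compound background flagged substrates.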
# Numbers without * were called inactive; ? = inconclusive; . = no result given; & = joins results of further samples; [ ] = dose if it differs, or a comment. Calls follow the shape of the dose curve; as a rule, active = well fitted curve in the direction sought with a large enough effect; inconclusive = small, poorly fitted or top-dose-only effect, or another doubt; inactive = no such curve, though single readings can be large; an effect the other way counts as inactive or inconclusive. Potency is read from the fitted curve at half-maximal effect. The list is partial (hit frequency here may not be typical).
SMILES	Vif-A3G inh	Vif-APOBEC3F blk	ALOX12 inh	RXFP1 ag	RGS4 inhibitor	USP1-UAF1 inh	mIDH1 inhibitor	rTrxR1 inhibitor	TrxR1 substrate
CCOC(=O)Cc1csc(NC(=O)COc2ccccc2)n1	0%	1%	-1%	2.0%	-19%	-9%	8%	25%	6%
CC(C)(C)C(=O)N1CCN(CCN2C(=O)c3cccc4cccc(c34)C2=O)CC1	3%	0%	-2%	6.6%	14%	-12%	3%	-16%	6%[57.1 µM]
CSc1nc(Nc2ccc(F)cc2)cc(-c2ccccc2)n1	-14%	?	-21%	-1.0%	6%	-25%	14%	8%	10%
Cc1ccc(/C=N/NC(=O)c2cc(-c3ccccc3)nc3ccccc23)o1	?	-10%	-21%	-0.4%	32%[11.4 µM]	-3%	-8%	-21%	-11%
C/C(=N\OC(=O)Nc1ccccc1)c1ccc(C)cc1	-8%	-4%	183%[activator]	.	5%	-24%	1%	14%	2%
CCc1nnc(NC(=O)c2nc(S(=O)(=O)Cc3ccc(C)cc3)ncc2Cl)s1	-19%&-25%	-5%&7%	1%&-36%	-0.1%&-0.1%	?	-15%&-5%	-1%&51%	45µM*	1%&-9%
CCc1ccc(NC(=O)CCNS(=O)(=O)c2cccc3nonc23)cc1	1%	1%	60%[activator]	-0.6%	-20%	-13%	12%	27%	12%
CSCCC(C(=O)Nc1ccc2c(c1)OCO2)N1C(=O)c2ccccc2C1=O (stereo not drawn)	1%	0%	-18%	0.6%	20%	-5%	19%	19%	0%
CCCCN1C(=O)C(NC(C)=O)c2cc(Br)ccc21 (stereo not drawn)	-8%	-5%	11%	-0.3%	0%[11.4 µM]	-5%	1%	22%[57.1 µM]	8%[57.1 µM]
COc1ccc(NC(=O)CCn2c(=S)[nH]c3ccccc3c2=O)cc1OC	1%	-10%	9%	16%	-11%	-18%	10%	-12%	-11%
Cc1ccc(NC(=O)/C=C\C(=O)N(c2ccc(C(C)C)cc2)C(C(=O)NCc2ccco2)c2ccc(Cl)cc2)cc1 (stereo not drawn)	-2%	1%	?	-0.7%	10%	-24%	7%	27%[57.1 µM]	5%[57.1 µM]
O=C(CSc1ccc(Cl)cc1)N1CCN(c2ncc(C(F)(F)F)cc2Cl)CC1	1%	-4%	0%	3.8%	25%	-15%	3%	6%	-3%
CCOCCOC(=O)Cn1cnc2scc(-c3ccc(C)cc3)c2c1=O	-3%	-3%	3%	0.4%	1%	-23%	2%	55%[11.4 µM]	14%[11.4 µM]
CCOc1ncccc1C(=O)NCc1ccc(C)cc1	-13%	-9%	-1%	0.7%	7%	-20%	1%	-8%	-3%
COc1ccc(NC(=O)c2ccc3nc(CCc4ccccc4)oc3c2)cc1	-1%	0%	-7%	3.9%	-11%	-19%	21%	22%[57.1 µM]	6%[57.1 µM]
Cc1nc(N2CCCC2)ncc1C(=O)N1CCN(c2ccc(Cl)cc2)CC1	.	.	-10%	0.6%	-19%	-16%	.	3%[57.1 µM]	1%[57.1 µM]
COc1cc(CC2COC(c3ccc(O)c(OC)c3)C2COC(C)=O)ccc1O (stereo not drawn)	0%	-7%	?	-2.6%	3%	9%	-2%	?	1%
NNC(=O)c1ccc(COc2cccc3ccccc23)o1	0%	3%	138%[activator]	-0.2%	-9%	-12%	-3%	1%	0%
Cc1cccnc1NC(=O)c1ccc(C(=O)c2ccccc2)cc1	0%	6%	-4%	0.2%	-21%	2%	4%	7%	-1%
Cc1cccc(OCCCC(=O)Nc2nc3ccccc3[nH]2)c1	1%	-3%	?	0.3%	-3%	-4%	-5%	16%[57.1 µM]	8%[57.1 µM]
Cc1oc2c(c1C(=O)NCc1ccccc1)CCCC2	0%	-1%	-13%	-0.3%	-5%	6%	-2%	1%	2%
CC(C)NC(=O)NC(=O)COC(=O)c1ccc(S(=O)(=O)NCc2ccco2)cc1	6%	5%	13%	1.2%	-13%	-18%	5%	-11%	3%
Cc1cccnc1NC(=O)c1ccccc1-c1ccccc1C(=O)Nc1ncccc1C	-1%	6%	17%	0.2%	-2%	-20%	4%	14%	8%
Cc1cccc(N/C(N)=N/c2nc3c(c(=O)[nH]2)CCCC3)c1	1%	-9%	0%	-0.2%	18%	-9%	5%	21%	7%
CCCCOn1c(C)c(C(C)=O)c2c3no[n+]([O-])c3ccc21	0%	2%	-9%	-0.7%	-3%	-4%	4%	13%[57.1 µM]	-7%[57.1 µM]
CCC(=O)Nc1ccc(NC(=O)c2cccc3c(Br)cccc23)cc1	2%	-10%	11%	1.5%	11%	8%	4%	3%	-4%
CC(C)NC(=O)NC(=O)COC(=O)c1ccccc1Oc1ccccc1	-6%	-5%	-20%	-1.7%	-19%	-7%	8%	-6%	-12%
COc1ccc(Cn2ccc3nc(C)c(C(=O)NCc4cccc(OC)c4)cc3c2=O)cc1	-12%	-3%	9%	0.5%	2%	-3%	-17%	23%[57.1 µM]	6%[57.1 µM]
O=Cc1ccc2noc(-c3ccc(Cl)cc3)c2c1	-7%	-4%	?	-0.3%	-12%	-6%	15%	-6%	0%
CCCCN1C(=O)C(=O)N(CC(=O)c2cc(C)n(-c3cc(C)on3)c2C)C1=O	-14%	-12%	6%	-0.7%	15%	-1%	-14%	-15%	2%
COc1ccc(NC(=S)N(Cc2cccnc2)Cc2ccco2)cc1	0%	-11%	0%	4.9%	-30%	-5%	4%	13%[57.1 µM]	2%[57.1 µM]
C#CCOc1ccc(C(=O)N(C)c2ccccc2I)cc1	-4%	.	.	.	-2%	.	.	-2%	0%
COc1ccc(C(=O)Nc2nc3c(s2)CCCC3)cc1S(=O)(=O)N1CCCc2ccccc21	-4%	5%	-13%	0.3%	20%	-21%	4%	37%	39%[activator]
COc1cccc(CC2(CO)CCCN(C/C=C/c3ccccc3OC)C2)c1 (stereo not drawn)	1%	-9%	-24%	-0.1%	-2%	-2%	1%	-4%	-3%
CCCCc1nnc(SC(C)C(=O)Nc2nccs2)n1C (stereo not drawn)	2%	-5%	208%[activator]	0.3%	2%	-3%	3%	-19%	-14%
COc1ccc(S(=O)(=O)Nc2ccc(-c3ccc(N4CCCC4)nn3)cc2)cc1F	-1%	-2%	-29%	0.5%	6%	?	-11%	31%[57.1 µM]	0%[57.1 µM]
CCOC(=O)[C@H]1[C@H]2COc3ccc(Br)cc3[C@@H]2N2C(=O)c3ccc(Cl)cc3NC(=O)[C@@]12C	-19%	2%	-6%	0.2%	-6%	-27%	-4%	-6%	-6%
CC(=O)c1ccc(NC(=O)N[C@@H](CC(C)C)C(=O)O)cc1	2%	4%	13%	1.9%	-16%	-19%	4%	0%	-8%
COc1cc(Cl)c(S(=O)(=O)NCc2cccnc2)cc1Cl	3%	1%	9%	-0.5%	-3%	-21%	0%	14%	-4%
CCN(Cc1ccc(OC)c(F)c1)C(C)C(=O)Nc1ccc(S(=O)(=O)N2CCCC2)cc1 (stereo not drawn)	-8%	-2%	-7%	2.0%	-15%	-4%	-6%	9%	-3%
CC1CCCN(S(=O)(=O)c2cc3c4c(c2)CCN4C(=O)CC3)C1 (stereo not drawn)	0%	-7%	-18%	-0.4%	17%	-8%	-10%	-3%[57.1 µM]	-3%[57.1 µM]
CCOC(=O)N1CCN(C(=O)c2ccc(N(C)S(C)(=O)=O)cc2)CC1	1%	1%	182%[activator]	0.0%	-11%	-5%	-1%	8%[57.1 µM]	5%[57.1 µM]
CCOc1ccc(CCN2C(=S)N([C@@H](CC(C)C)CN3CCCC3CN3C(=S)NC[C@@H]3CC(C)C)C[C@@H]2Cc2ccccc2)cc1 (stereo partly drawn)	3%	3%	14µM*	.	3%	-12%	0%	14%	-6%
Cc1ccc(NC(=O)NCCc2c(C)nn(C)c2C)cc1Cl	-8%	-7%	-6%	-0.5%	6%	-1%	3%	-2%[57.1 µM]	-4%[57.1 µM]
Cc1nnc(C)n1/N=C/c1cccnc1	-3%	-2%	0%	1.4%	31%	-11%	-1%	6%	3%
COc1ccccc1OCCn1c(C)c(C=O)c2ccccc21	1%	0%	0%	0.8%	-20%	-20%	11%	14%	-3%
CC(=O)c1ccc(NC(=O)CN2CCC(NC(=O)c3ccccc3C)CC2)cc1	0%	0%	12%	.	.	-7%	8%	.	.
CCCn1ncc(OC)c(Cl)c1=O	0%	-4%	-23%	2.6%	-9%	-18%	5%	0%	12%
Cc1ccccc1N1CC(C(=O)Nc2ccncc2)CC1=O (stereo not drawn)	2%	9%	-15%	-0.7%	12%	-21%	-14%	10%[57.1 µM]	3%[57.1 µM]
CC/C(=N\NC(=O)c1nnn(-c2nonc2N)c1CN(C)c1ccccc1)c1ccccc1	-1%	8%	10%	2.7%	-22%	-9%	11%	?	4%
COc1ccc(NC(=O)COc2ccccc2Cc2ccccc2)cn1	2%	-17%	-13%	-0.9%	-13%	-13%	5%	-1%	-11%
